Screening results as filed in PubChem BioAssay.
14-3-3 Bad PPI – inhibitors of 14-3-3 zeta/Bad binding, primary screen, biochemical, TR-FRET, bovine 14-3-3 zeta. AID 781, 2007. TR-FRET 14-3-3zeta/Dy647-pBad peptide displacement, 1 h. inhibition, % at 21.7 µM. 14-3-3 protein zeta/delta (Bos taurus), P63103. 220,000 tested, 0.71% active;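 active means inhibition above about 70%, limit read from the data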;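 further: 0% = full 14-3-3 plus peptide FRET controls and 100% = background without 14-3-3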
Runt-CBFb FRET – inhibitors of RUNX1 Runt–CBFb binding, primary screen, biochemical, FRET, Cerulean-Runt, Venus-CBFb, uHTS; Runt-related transcription factor 1 (Homo sapiens) + Core-binding factor subunit beta …; Cerulean-Runt/Venus-CBFb FRET ratio 530/480, 1 h; AID 1496, 2009; 220,000 tested, 0.46% active; inhibition, % at 20 µM;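 active means inhibition over about 50% at 20 µM in the single-dose screen, limit read from the data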;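 further: 0% = DMSO wells and 100% = excess unlabeled CBFb competitor control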
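Reagent – Venus-CBFb binding partner, 100 nM · Assay system – Cerulean-tagged RUNX1 Runt domain (FRET donor) fusion protein · Input – 100 nM per protein · Incubation – two 1 h room-temperature incubations shielded from light · Measured by – FRET fluorescence · Medium – Tris buffer pH 7.5 with salts and BSA · Benchmarks – unlabeled CBFb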
Hck-Nef inh – inhibitors of Nef-activated human Hck kinase, primary screen, biochemical, Z-Lyte FRET, 384-well, Hck-YEEI | 220,000 tested, 0.68% active | Tyrosine-protein kinase HCK (Homo sapiens), P08631 | AID 463187, 2010 | Recombinant Hck-YEEI plus Nef, Z-Lyte FRET kinase assay | inhibition, % at 20 µM;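 active means Hck-Nef kinase inhibition above about 50%, limit read from the data; inactive means inhibition below that limit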;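 further: 0% = DMSO with Hck plus Nef and 100% = Hck alone without Nef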
FXIIa inh – human FXIIa protease inhibitors, primary screen, biochemical, 1536-well | Coagulation factor XII (Homo sapiens), P00748 | purified FXIIa, Boc-QGR-AMC fluorogenic substrate, 2 h | inhibition, % at 5 µM | 220,000 tested, 0.3% active | AID 800, 2007; in the data active means inhibition above about 40%;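 further: 0% = enzyme with no compound and 100% = blank without enzyme; many of its hits are not listed in these tables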
Target sequence (P00748 20-372 limits assumed): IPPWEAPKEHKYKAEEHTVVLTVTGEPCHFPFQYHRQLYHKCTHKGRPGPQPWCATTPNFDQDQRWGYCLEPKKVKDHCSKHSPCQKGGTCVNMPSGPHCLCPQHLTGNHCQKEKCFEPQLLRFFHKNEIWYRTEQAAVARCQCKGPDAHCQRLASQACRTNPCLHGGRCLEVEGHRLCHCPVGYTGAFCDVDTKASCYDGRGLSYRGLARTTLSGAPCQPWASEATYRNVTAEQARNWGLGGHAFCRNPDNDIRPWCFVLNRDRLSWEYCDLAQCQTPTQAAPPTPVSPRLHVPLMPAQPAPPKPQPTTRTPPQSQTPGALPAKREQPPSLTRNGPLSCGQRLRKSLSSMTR
Target sequence (P00748 373-615 limits assumed): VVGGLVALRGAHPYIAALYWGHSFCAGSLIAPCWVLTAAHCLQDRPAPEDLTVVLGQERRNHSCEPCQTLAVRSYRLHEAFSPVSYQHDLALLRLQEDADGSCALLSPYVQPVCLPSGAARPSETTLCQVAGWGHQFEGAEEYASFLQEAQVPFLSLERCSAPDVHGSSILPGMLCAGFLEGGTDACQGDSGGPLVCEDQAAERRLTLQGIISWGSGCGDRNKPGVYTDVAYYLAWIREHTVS
FXIa inh 1536 – human FXIa protease inhibitors, primary screen, biochemical, 1536-well | Coagulation factor XI (Homo sapiens), P03951 | purified FXIa, Boc-Glu-Ala-Arg-AMC fluorogenic substrate | inhibition, % at 5 µM | 220,000 tested, 0.14% active | AID 798, 2007;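 active means inhibition of at least 40%; inactive means inhibition below 40%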;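 further: fluorescence of freed AMC excited at 355 nm; 0% = enzyme without compound and 100% = no enzyme blank; many of its hits are not listed in these tables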
Runt-SMMHC FRET – inhibitors of RUNX1 Runt–CBFb-SMMHC binding, primary screen, biochemical, FRET, Cerulean-Runt, Venus-CBFb-SMMHC, uHTS. Runt-related transcription factor 1 (Homo sapiens) + Core-binding factor subunit beta …. Cerulean-Runt/Venus-CBFb-SMMHC FRET ratio 530/480, 1 h. inhibition, % at 20 µM. 220,000 tested, 0.74% active. AID 1434, 2008;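 active means mean inhibition across duplicate retests at 20 µM reaching about 50%, limit read from the data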;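 further: 0% = DMSO wells and 100% = wells with excess untagged CBFb-SMMHC; inhibitors lower the FRET ratio by blocking Runt binding to CBFb-SMMHC; some results filed as inactive read as strong as hits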
Wee1 degr inh – Wee1 degradation inhibitors, primary screen, cell-based, HeLa, Wee1K328M-luciferase, luminescence; Wee1-like protein kinase (Homo sapiens), P30291; HeLa Luc-Wee1K328M stability; 100% = proteasome inhibitor MG132 effect; reporter increase, % at 5 µM; 220,000 tested, 1.2% active; AID 1321, 2008;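 active means activation above the mean of all tested compounds plus 3 SD, set per screening run, cut at about 8.8% in these data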;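 further: cells exposed to compound for 20 h before luminescence read; 0% = DMSO alone and 100% = MG132 at 30 µM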
Thrombin inh – human alpha-thrombin inhibitors, primary screen, counter-screen for coagulation protease inhibitor project, biochemical, 1536-well, fluorogenic AMC substrate. AID 1046, 2008. 220,000 tested, 0.26% active. Boc-VPR-AMC fluorogenic substrate cleavage. inhibition, % at 5 µM. Prothrombin (Homo sapiens), P00734;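 active means inhibition at or above 40%; inactive means inhibition below 40%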;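 further: 0% = enzyme with no compound and 100% = wells without enzyme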
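Material: human alpha-thrombin protein; Also added: Boc-VPR-AMC substrate, 15 µM final; Timing: enzyme reaction carried out at room temperature; Signal: fluorescence, ex 355 nm, em 460 nm; Measure: % inhibition of thrombin; Controls: enzyme without compound as high, wells lacking enzyme as low.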
KLK5 inh – human KLK5 protease inhibitors, primary screen, biochemical, 1536-well | inhibition, % at 5 µM | 210,000 tested, 0.59% active | recombinant hK5, fluorogenic AMC substrate cleavage | Kallikrein-5 (Homo sapiens), Q9Y337;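 active means inhibition of 40% or more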;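 further: 0% = enzyme controls without compound and 100% = no-enzyme blanks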
Target sequence (Q9Y337 67-293 limits assumed): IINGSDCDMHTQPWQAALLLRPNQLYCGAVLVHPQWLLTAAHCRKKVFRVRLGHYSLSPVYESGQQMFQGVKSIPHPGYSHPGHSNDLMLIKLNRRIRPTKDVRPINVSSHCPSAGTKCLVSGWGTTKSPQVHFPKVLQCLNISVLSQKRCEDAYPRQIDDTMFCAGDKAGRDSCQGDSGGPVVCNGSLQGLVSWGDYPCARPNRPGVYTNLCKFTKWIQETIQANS
* hit, by the source's call; x = not tested or not shown; [ ] = dose if it differs, or a comment.

SMILES	14-3-3 Bad PPI	Runt-CBFb FRET	Hck-Nef inh	FXIIa inh	FXIa inh 1536	Runt-SMMHC FRET	Wee1 degr inh	Thrombin inh	KLK5 inh
Cc1cc(NC(=O)CC(F)(F)F)n(-c2ccccc2)n1	-1	2	28	1	-5	-4	0	-3	2
Nc1nc2n(n1)C(c1cccs1)CC(c1ccccc1)N2 (stereo not given)	-1	2	-1	14	-3	1	4	-7	-11
Cc1n[nH]c(C)c1S(=O)(=O)N(CC(=O)N1CCc2ccccc21)c1ccc(C(C)C)cc1	5	-1	5	9	2	0	-1	-5	-27
COc1cccc(-c2nnc(SCC(N)=O)n2-c2ccc(Cl)cc2)c1	3	1	-1	19	3	-3	4	6	-2
O=C(Nc1ccccc1)N1CCCN(c2ccc(C(F)(F)F)cc2[N+](=O)[O-])CC1	-5	-2	-3	9	4	-2	0	-4	-5
COc1ccc(-n2cnc3cc(NCc4cccs4)ccc32)cc1	-17	-1	12	11	-4	1	-1	0	11
O=C(N/N=C/c1ccco1)c1ccc(NC(=O)C2CC2)cc1	1	5	2	0	-4	-1	1	-2	-8
CCC(=O)N1c2ccccc2NC2=C(C(=O)CCC2)C1c1ccccc1 (stereo not given)	-1[fluorescence artefact?]	1	0	11	4	4	-1	5	4
CC(C)(C)NC(=O)NC(=O)CN1CCCCC1	3	2	20	13	4	2	1	x	1
COc1ccc(C2(O)CCN(C(=O)c3ccc4c(c3)OCO4)CC2)cc1	-7	2	0	-1	-11	-1	-2	-7	7
C#CCOCCOCCOCCNc1nc(N2CCN(C(=O)[C@H](Cc3ccc(O)cc3)n3cc([C@@H](N)C(C)CC)nn3)CC2)nc(N2CCN(C(=O)[C@H](Cc3cc4ccccc4[nH]3)n3cc([C@@H](N)Cc4ccc(O)cc4)nn3)CC2)n1 (stereo not given in full)	39	3	-4	19	9	8	x	20	9
CSc1ccc(Cl)c(C(=O)NCC(C)C)c1	9	2	0	13	9	1	0	2	5
CCOc1ccc(-c2cnc(N)n2C)cc1	-24	-7	20	1	-5	-1	-2	-11	-5
CCOC(=O)Cn1c(-c2cccnc2Cl)nc2cc(C)c(C)cc21	7	1	1	-5	5	-2	0	-16	5
CCN1C(=O)c2ccc(C(=O)NCc3ccc4c(c3)OCO4)cc2C1=O	1	-1	-5	12	4	5	-1	-1	-3
COc1ccc(C2CC(c3ccc4ccccc4c3)=NN2C(=O)CSc2ncccn2)cc1 (stereo not given)	-25	-1	-2	1	-6	0	-4	-12	-11
CCOC(=O)/C(C#N)=C\c1ccc(N2CCN(C/C=C/c3ccccc3)CC2)cc1	-11[fluorescence artefact?]	-118	4	11	8	-65	-1	-5	-6
CC(C)(C)NC(=O)C(=O)NNC(=O)c1ccccc1	4	0	1	0	0	-2	2	1	-19
Cc1nc2c(O)cccc2cc1CO	-8	10	3	10	1	-2	-3	5	-15
Cc1ccc(CN2CCN(CC(=O)N/N=C/c3ccccc3F)CC2)cc1	-11	1	18	13	1	-1	-1	-5	3
O=c1cc(-c2ccccc2Cl)oc2c([N+](=O)[O-])c(O)cc(O)c12	44	0	15	16	9	1	-4	2	-6
Cc1nc(NC(=O)CN2CCC(O)(c3ccc(F)cc3)CC2)sc1C	-5	-2	24	10	-2	-4	1	-2	-4
CNC(=S)N1CCC(n2cnc3ccccc32)CC1	-1	-2	22	9	-5	-4	1	-10	-2
Cc1ccc(-c2cc(C(=O)N/N=C/c3c(C)nn(C)c3C)c3ccccc3n2)cc1C	45	1	42	20	-5	-3	3	4	-13
COc1ccc(CCC(=O)NCc2cnn(C)c2)cc1	-3[fluorescence artefact?]	-2	3	-4	-4	0	4	-11	-1
O=C(N/N=C1\CC2CC=CC12)c1ccccc1Cl (stereo not given)	-11	-2	-10	x	-5	-1	-3	-8	-4
Cc1ccc(OCC(=O)N2CCc3ccccc3C2)c([N+](=O)[O-])n1	3	0	24	4	2	-1	0	x	-5
Cc1cc(/C=C(\C#N)c2nnc(N3CCOCC3)n2-c2ccccc2)c(C)n1-c1ccccc1	-13	-19	4	5	2	3	10*	-3	-28
Cc1nc2c(=O)n(-c3ccc(F)c(Cl)c3)nc(C)c2s1	-2	2	3	4	-8	-6	-4	1	-6
Cc1cccc(N=Nc2c(C)nn(-c3ccccc3)c2N)c1C	0[fluorescence artefact?]	-7	-1	8	18	-1	-3	1	-2
CCc1cccc(OCCOCCN2CCCC2)c1	28	-3	-10	8	0	2	-3	-4	5
C=CCNC(=S)Nc1cccc2[nH]ncc12	-2	4	-14	0	-6	3	-1	-5	-6
CC(C)[C@H]1CN(C)CCN1Cc1cn(C)nc1-c1cccc(Cl)c1	0	-2	6	7	-1	3	-1	-2	x
Cc1ccc(S(=O)(=O)CC(=O)Nc2ccc(S(=O)(=O)Nc3onc(C)c3C)cc2)cc1	6	-1	0	-4	4	3	0	0	-8
CC(C)/C=C1\CCCCC1N(C)C(=O)NC(C)C (stereo not given)	3	-3	2	17	-2	0	-4	-15	-22
O=c1c(Cl)c(NCc2ccc(F)cc2)cnn1C12CC3CC(CC(C3)C1)C2	-14[fluorescence artefact?]	-2	5	17	11	-4	2	-6	-13
O=S(=O)([N-]c1nc2ccccc2nc1-[n+]1ccc(-c2ccncc2)cc1)c1ccccc1	-6	-126	16	4	-3	-164	0	-1	4
NC(=O)C1CCN(C(c2ccccc2)c2nnnn2C2CCCC2)CC1 (stereo not given)	-2[fluorescence artefact?]	-4	2	11	3	-3	3	-2	-8
COC(=O)C1CSc2[nH]c(=O)sc2C1c1ccc(OC)c(OC)c1 (stereo not given)	-3	x	1	15	-2	0	0	1	4
CCN(CC)S(=O)(=O)c1ccc(OC)c(NC(=O)c2ccc(=O)[nH]c2)c1	0	-1	28	2	-1	1	-2	-4	0

Four neighbouring records out of the list so far, for reference:
SMILES	14-3-3 Bad PPI	Runt-CBFb FRET	Hck-Nef inh	FXIIa inh	FXIa inh 1536	Runt-SMMHC FRET	Wee1 degr inh	Thrombin inh	KLK5 inh
O=c1cc(-c2ccccc2Cl)oc2c([N+](=O)[O-])c(O)cc(O)c12	44	0	15	16	9	1	-4	2	-6
Cc1nc(NC(=O)CN2CCC(O)(c3ccc(F)cc3)CC2)sc1C	-5	-2	24	10	-2	-4	1	-2	-4
CNC(=S)N1CCC(n2cnc3ccccc32)CC1	-1	-2	22	9	-5	-4	1	-10	-2
Cc1ccc(-c2cc(C(=O)N/N=C/c3c(C)nn(C)c3C)c3ccccc3n2)cc1C	45	1	42	20	-5	-3	3	4	-13

Individual results from the entries so far:
For Runt-CBFb FRET, `C=CCNC(=S)Nc1cccc2[nH]ncc12` reads 4
For FXIa inh 1536, `CNC(=S)N1CCC(n2cnc3ccccc32)CC1` reads -5

Next part:
SMILES	14-3-3 Bad PPI	Runt-CBFb FRET	Hck-Nef inh	FXIIa inh	FXIa inh 1536	Runt-SMMHC FRET	Wee1 degr inh	Thrombin inh	KLK5 inh
Cc1ccc(C23CC4CC(CC(C(=O)N5CCN(C)CC5)(C4)C2)C3)cc1	9	-2	24	7	-3	4	-1	-2	1
CC(=O)Nc1ccc(S(=O)(=O)N2CCN(C(=O)c3ccccc3F)CC2)cc1	-2	-4	10	-1	-16	-1	0	-5	-10
CCCNC(=O)CCc1c(C)nc2nc(-c3cc(OC)cc(OC)c3)nn2c1C	-5	-2	1	9	-10	-10	3	2	-20
CNc1nc(SCc2ccccc2Cl)nc2c1CCCC2	-8	0	1	5	-2	-3	-3	-4	-8
CC1CC1C(=O)Nc1nc(-c2ccccc2)cs1 (stereo not given)	2	-2	10	5	1	-4	-1	-1	1
COc1ccc(S(=O)(=O)N2CCCC2C(=O)Nc2nc3c(s2)CCCC3)cc1 (stereo not given)	2	-2	-2	1	2	2	-1	-3	2
Cc1ccc(-c2ccc(SCC(=O)N3CCc4ccccc43)nn2)cc1	-6	0	2	3	-2	-7	0	-7	-4
CCN(N)C(=S)Nc1ccc(F)cc1	0	0	10	7	-5	2	1	-20	5
CCOCC(=O)Nc1c(C(=O)Nc2ccc3c(c2)OCCO3)oc2ccccc12	-6	3	-1	-5	-2	-3	1	-16	-6
Cc1cccc(NC(c2ccc(C)s2)c2ccc3ccc(C)nc3c2O)n1 (stereo not given)	1	46	3	14	10	34	0	-4	-15
CN(C)c1ccc(/C=C/c2ccc3c4ccccc4ccc3[n+]2-c2ccccc2)cc1	-13	9	49	5	0	65	-4	-1	12
Cc1ccc(S(=O)(=O)N2CCC(C(=O)NCc3ccncc3)CC2)cc1	-3	2	-2	14	-1	0	7	0	-15
CC(=O)Nc1ccc(OCc2cccc([N+](=O)[O-])c2)cc1	-5	-1	11	6	1	-1	2	-1	1
CCCCOc1ccc(CC(=O)NCC(=O)O)cc1	9	1	4	9	9	0	7	-2	-19
CCC(CC)C(=O)OCC(=O)Nc1cc(OC)c([N+](=O)[O-])cc1C	5	-3	-2	2	-6	1	3	-9	-12
CCOC(=O)c1cnc(-c2ccccc2O)nc1Cl	22	-7	-27	12	2	-18	0	-2	x
COCCCNC(=S)NNC(=O)c1csc2ccccc12	5[fluorescence artefact?]	-1	1	6	0	-1	1	-5	-19
CCCCn1c(SCn2nnc3ccccc3c2=O)nc2cc(S(N)(=O)=O)ccc21	-2	2	13	14	3	4	6	1	6
COC(=O)c1cccc(C(=O)N2CCCC(CNC(=O)c3ccccc3Cl)C2)c1 (stereo not given)	3	-1	12	3	-4	2	-1	-6	-2
Cc1nnsc1C(=O)N1CCN(c2ccc(C#N)cn2)CC1	18	3	22	16	4	-1	0	3	2
CNS(=O)(=O)c1ccc(NC(=O)Nc2cccc(F)c2)cc1	-13	0	17	5	11	0	1	-5	-2
CCOC(=O)C1CCCN(C(=S)Nc2cccc(Cl)c2C)C1 (stereo not given)	-4	-1	0	3	-3	0	-4	-9	-2
O=C(O)c1n[nH]nc1-c1ccccc1	-8	2	18	9	1	1	-2	-6	0
Cc1ccc(C)c(NC(=O)Cn2nnc(C(=O)NCc3cccs3)c2N)c1	10	1	5	14	1	1	0	1	-21
